POLB inh – blocks human DNA polymerase beta activity; AID 485314; Potency, µM (series often up to 114 µM), inactives show at the top dose activity change, negative = inhibition, actives largely listed as inhibitors; Pol beta primer extension/strand displacement, fluorescence kinetic; 340,000 tested, 1.3% active; P06746; also: % is scaled to controls: 0 for no effect and ±100 for the full control effect
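Curves were derived by four-parameter Hill fits of normalized qHTS data. The kinetic fluorescent primer-extension read was taken at 0 and 10 min after 50 nM substrate, following a 15 min room-temperature preincubation of 10 nM enzyme with compounds.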
POLK inh – blocks human DNA polymerase kappa activity. Q9UBT6. purified Pol kappa, fluorescent DNA synthesis assay, 10 min. Potency, µM (doses to about 107 µM), without a hit: top-dose activity, negative = inhibition, most hits filed as inhibitors. 400,000 tested, 0.53% active. AID 588579; also: % is scaled to controls: 0 for no effect and ±100 for the full control effect
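Fluorescent qHTS in 1536-well format: enzyme (10 nM) and compound sat 15 min at room temperature before 50 nM substrate (final) was added. Signal taken at 0 and 10 min; no-enzyme buffer wells were negative controls.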
BAZ2B block – BAZ2B (human) inhibition; Q9UIF8; AlphaScreen BAZ2B-H3K14Ac peptide displacement; Potency, µM (top dose mostly 114 µM), for the others: at the top dose activity change, negative = inhibition, usual class: inhibitors; 360,000 tested, 4.4% active; also: % is scaled to controls: 0 for no effect and ±100 for the full control effect; nearly all actives have a fitted effect of over 60% in size
Target sequence (Q9UIF8 whole entry, looked up): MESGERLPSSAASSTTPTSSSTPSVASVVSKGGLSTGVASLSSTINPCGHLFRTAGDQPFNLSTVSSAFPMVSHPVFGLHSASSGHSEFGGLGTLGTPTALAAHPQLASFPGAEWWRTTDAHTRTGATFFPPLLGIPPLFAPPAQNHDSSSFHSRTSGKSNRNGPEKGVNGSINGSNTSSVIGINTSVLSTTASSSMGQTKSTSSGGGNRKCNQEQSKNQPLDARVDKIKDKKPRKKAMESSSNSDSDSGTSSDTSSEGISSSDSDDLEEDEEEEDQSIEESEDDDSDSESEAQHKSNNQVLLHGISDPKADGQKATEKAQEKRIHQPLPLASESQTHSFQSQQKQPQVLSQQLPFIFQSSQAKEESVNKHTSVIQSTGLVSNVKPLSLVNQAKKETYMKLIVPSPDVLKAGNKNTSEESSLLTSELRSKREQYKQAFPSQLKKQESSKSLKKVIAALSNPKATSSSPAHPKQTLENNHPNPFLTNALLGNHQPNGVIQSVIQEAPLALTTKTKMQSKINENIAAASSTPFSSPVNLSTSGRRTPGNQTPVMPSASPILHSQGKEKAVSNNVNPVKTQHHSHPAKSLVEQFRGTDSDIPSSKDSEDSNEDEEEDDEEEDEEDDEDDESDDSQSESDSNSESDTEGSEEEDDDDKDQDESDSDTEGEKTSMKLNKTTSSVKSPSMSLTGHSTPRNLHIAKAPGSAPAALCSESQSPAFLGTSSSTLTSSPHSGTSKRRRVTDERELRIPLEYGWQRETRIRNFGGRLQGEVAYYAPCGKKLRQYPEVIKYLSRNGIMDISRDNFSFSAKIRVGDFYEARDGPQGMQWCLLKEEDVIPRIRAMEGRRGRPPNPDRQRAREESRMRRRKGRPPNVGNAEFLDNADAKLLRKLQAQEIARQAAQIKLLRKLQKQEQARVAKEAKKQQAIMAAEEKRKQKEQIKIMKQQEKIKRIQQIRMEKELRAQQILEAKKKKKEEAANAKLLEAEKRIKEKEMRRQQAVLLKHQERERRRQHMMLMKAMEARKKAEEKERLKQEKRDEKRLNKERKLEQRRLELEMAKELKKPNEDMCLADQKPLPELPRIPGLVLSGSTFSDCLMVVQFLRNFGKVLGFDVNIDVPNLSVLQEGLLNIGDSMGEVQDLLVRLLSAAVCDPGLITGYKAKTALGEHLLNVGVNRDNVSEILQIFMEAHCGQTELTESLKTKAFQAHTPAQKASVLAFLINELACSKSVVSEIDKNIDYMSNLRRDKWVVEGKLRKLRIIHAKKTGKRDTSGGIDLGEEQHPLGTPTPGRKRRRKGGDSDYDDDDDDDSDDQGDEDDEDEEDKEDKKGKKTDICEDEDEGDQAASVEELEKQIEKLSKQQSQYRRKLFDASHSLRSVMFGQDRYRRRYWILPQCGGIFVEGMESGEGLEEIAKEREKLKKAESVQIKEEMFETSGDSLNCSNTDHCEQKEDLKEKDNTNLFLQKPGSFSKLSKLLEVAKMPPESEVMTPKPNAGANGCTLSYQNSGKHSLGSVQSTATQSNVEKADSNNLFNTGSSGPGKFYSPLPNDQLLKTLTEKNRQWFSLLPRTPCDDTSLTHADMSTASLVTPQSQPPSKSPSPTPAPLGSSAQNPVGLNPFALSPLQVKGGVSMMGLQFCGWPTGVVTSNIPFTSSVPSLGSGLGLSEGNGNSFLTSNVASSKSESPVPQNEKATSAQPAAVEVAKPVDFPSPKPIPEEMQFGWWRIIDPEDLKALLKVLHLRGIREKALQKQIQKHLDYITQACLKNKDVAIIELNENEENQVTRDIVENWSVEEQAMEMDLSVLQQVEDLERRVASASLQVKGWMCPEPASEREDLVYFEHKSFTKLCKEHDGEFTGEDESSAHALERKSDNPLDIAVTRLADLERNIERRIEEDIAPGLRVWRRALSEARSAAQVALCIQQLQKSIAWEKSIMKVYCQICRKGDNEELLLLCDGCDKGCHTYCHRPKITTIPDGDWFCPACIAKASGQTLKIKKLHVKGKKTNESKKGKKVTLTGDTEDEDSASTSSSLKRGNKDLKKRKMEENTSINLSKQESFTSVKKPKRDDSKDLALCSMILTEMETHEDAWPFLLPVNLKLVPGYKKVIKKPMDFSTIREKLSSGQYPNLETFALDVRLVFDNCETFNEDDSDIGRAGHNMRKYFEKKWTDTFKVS
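AlphaScreen displacement: compounds (up to 110uM) incubated 30 min at room temperature with a preformed 50 nM BAZ2B/50 nM biotinylated H3K14Ac peptide complex in PBS pH 7.4 with Tween-20. Donor and acceptor beads at 10 ug/mL final added, 20 min light-protected before reading.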
JMJD2A Tudor inh – JMJD2A Tudor domain (human) inhibition; AlphaScreen JMJD2A-Tudor / H3K4me3 peptide binding; Potency, µM (doses to about 114 µM), without a hit: at the top dose activity change, negative = inhibition, most hits filed as inhibitors; 390,000 tested, 4.4% active; AID 504339; also: % is scaled to controls: 0 for no effect and ±100 for the full control effect; nearly all actives have a fitted effect of over 50% in size
G9a block – blocks human histone lysine methyltransferase G9a; Q96KQ7; G9a H3K9 monomethylation, AlphaScreen, 2 h; Potency, µM (series often up to 102 µM), for the others: top-dose activity, negative = inhibition, actives largely listed as inhibitors; 350,000 tested, 8.8% active; AID 504332; also: % is scaled to controls: 0 for no effect and ±100 for the full control effect; nearly all actives have a fitted effect of over 75% in size
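Readings reflect AlphaScreen signal from monomethyl-H3K9 antibody detection. HMT at 20 nM; substrate b-H3K9 500 nM; cofactor SAM 20 uM; 2 h RT reaction; compounds tested as titrations in qHTS with 15 min preincubation.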
POLH inh – inhibitors of human DNA polymerase eta. Q9Y253. recombinant Pol eta, fluorescent DNA replication assay. Potency, µM (top dose mostly 114 µM), inactives show at the top dose activity change, negative = inhibition, actives largely listed as inhibitors. 390,000 tested, 1.2% active; also: % is scaled to controls: 0 for no effect and ±100 for the full control effect
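Pol eta at 10 nM preincubated with compounds 15 min at room temperature; reaction started with fluorescent substrate (50 nM final) and read kinetically at 0 and 10 min.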
Pol iota inh – blocks human DNA polymerase iota activity. Q9UNA4. Pol iota fluorescent replication assay, 10 min. Potency, µM (highest dose often 115 µM), without a hit: at the top dose activity, negative = inhibition, usual class: inhibitors. 390,000 tested, 1% active
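Fluorescent replication assay read twice, at 0 min and 10 min after adding 50 nM (final) substrate. Enzyme (10 nM) and compounds were first incubated 15 min at room temperature; enzyme-free buffer wells were negative controls.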
APEX1 inh – APE1 (human) endonuclease inhibition; P27695; Potency, µM (doses to about 65.8 µM), for inactives: at the top dose activity change, negative = inhibition, usual class: inhibitors; recombinant APE1, TAMRA/BHQ-2 abasic DNA cleavage fluorescence; 350,000 tested, 0.35% active;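 also: plate controls were vehicle for no effect and reference inhibitor for full effect; nearly all actives have a fitted effect of over 55% in size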
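Measures dequenching upon AP-site incision of a 5'-TAMRA/3'-BHQ-2 THF-containing duplex, 50 nM; human APE1 0.75 nM after 15 min room-temperature exposure to compound; kinetic three-point read at one-minute spacing.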
BLM helicase inh – blocks DNA unwinding by human BLM helicase; P54132; recombinant BLM DNA unwinding, fluorescence dequenching; Potency, µM (highest dose often 56.1 µM), inactives show top-dose activity change, negative = inhibition, usual class: inhibitors; 350,000 tested, 0.2% active; AID 2528;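 also: plate controls were vehicle for no effect and no enzyme for full effect; nearly all actives have a fitted effect of over 35% in size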
* hit, by the source's call; ? = inconclusive; · = not tested or not shown; & = joins results of further samples; [ ] = remark or other dose. Calls follow the shape of the dose curve; as a rule, active = well fitted curve in the direction sought with a large enough effect; inconclusive = small, poorly fitted or top-dose-only effect, or another doubt; inactive = no such curve, though single readings can be large; an effect the other way counts as inactive or inconclusive. Potency is read from the fitted curve at half-maximal effect.

SMILES	POLB inh	POLK inh	BAZ2B block	JMJD2A Tudor inh	G9a block	POLH inh	Pol iota inh	APEX1 inh	BLM helicase inh
Cc1ccc(-n2c(C)c(C)c3c(NCCN(C)C)ncnc32)cc1	4%	10%	?	-33%	?	-6%	22%	-8%	5%
O=C1C2C(C(=O)N1/N=C/c1ccc([N+](=O)[O-])o1)C1C=CC2C12CC2 (stereo not given)	17%	-5%	-6%	-7%[57.1 µM]	-10%[59 µM]	?	-13%	-1%	-1%
O=C(N[C@@H](Cc1ccccc1)C(=O)OCc1ccccc1)c1nc[nH]c1C(=O)N1CCNCC1	·	-10%	·	50µM*	·	-14%	-6%	16%	·
CCN1CCN(C(C)C(=O)Nc2c(C)n(C)n(-c3ccccc3)c2=O)CC1 (stereo not given)	27%	-14%	50µM*	7.9µM*	11µM*	5%	17%	2%	-1%
O=C(Cn1cnc2ccccc2c1=O)NCCC(=O)Nc1ccc2c(c1)OCCO2	?	-5%	-29%[57.1 µM]	1%	-1%	-9%	38%[activator]	1%	-6%
NNC(=O)c1ccc(COc2ccc3c(c2)CCC3)o1	32%	-13%	-23%	-21%	2%[59 µM]	-21%	1%	-5%	-1%
C/C(=N/NS(=O)(=O)c1ccc(F)cc1)c1ccc(NC(=O)c2ccc(C)o2)cc1	0%	-8%	-9%	-12%	?	-18%	7%	-2%	-3%
CCCn1c(N)c(C(=O)CSc2ncc(C(F)(F)F)cc2Cl)c(=O)[nH]c1=O	-5%	-11%	-20%	-7%	-22%	-4%	63%[activator]	11%	-4%
CCOC(=O)CN=C/C(C(C)=O)=C(/C)O	-7%	-8%	-13%	-8%	-5%	0%	7%	-4%	-1%
Cc1nnc(NC(=O)CCSCCC(=O)Nc2nnc(C)s2)s1	28µM*	79µM*	50µM*	50µM*	50µM*	3.2µM*	18µM*	?	-27%
CC(C)(C)c1ccc(C2(C)NC(=O)N(CC(=O)NCc3cccs3)C2=O)cc1 (stereo not given)	10%	-3%	-17%	-14%	-2%[59 µM]	-28%	15%	?	-12%
Cc1cccc(C)c1OCC(=O)NC(Cc1c[nH]c2ccccc12)C(=O)O (stereo not given)	31%&9%[activator]	-15%&-1%	2%&20%	-6%&-6%	-9%	8%	12%&0%	-2%	-1%&2%
COc1ccc(C(=O)c2ccccc2)cc1Br	1%	-8%	-3%	45%[activator]	260%[activator]	-17%	6%	-3%	-5%
Cc1ccc(NC(=O)c2noc3c2CCCCC3)cc1C	0%	-9%	2%	2%	9%[59 µM]	-3%	8%	-1%	-2%
CCN(CC)c1ccc(/C=N/NC(=O)c2ccco2)cc1	-6%	3%	-9%	-24%	-4%[59 µM]	-21%	9%	-7%	-2%
CC(C)C(=O)N1CCN(c2ccc(NC(=O)c3ccco3)cc2Cl)CC1	-5%	3%	-1%	-6%	-7%	-23%	0%	4%	-1%
Cc1nn(C(=O)c2nn(C)cc2[N+](=O)[O-])c(C)c1Cl	33%	-7%	-5%	-19%	2%	-6%	9%	-9%	-1%
COc1ccc(OCCNc2cc(N3CCOCC3)ccc2[N+](=O)[O-])cc1	0%	-12%	?	79µM*	?	-1%	-2%	-6%	-6%
O=C(Nc1cccc(NC(=O)c2ccccc2Cl)c1)c1cccc(Br)c1	11%	-6%	5%	-13%	-25%[59 µM]	-15%	26%	·	-3%
CN(CCCNC(=O)c1ccccc1F)CCCNC(=O)c1ccccc1F	29%	-8%	7%	-3%	·	-11%	-8%	0%	1%
COc1ccc(SCCN2CCN(C)CCC2=O)cc1	47%	4%&11%	-1%	-9%&-22%	21%[59 µM]	-10%	-14%&13%	13%&0%	8%&-2%
CN(C(=O)CSc1nncc2ccccc12)c1ccccc1	·	-20%	·	-16%	·	3%	20%	14%	·
COc1ccccc1NCCC(=O)OCC(=O)NC1CCCCC1	17%	-4%	-29%	-8%	3.5µM*	-20%	0%	7%	-2%
O=S(=O)(Nc1cccc(S(=O)(=O)N2CCOCC2)c1)c1cccs1	1%	-7%	6%	-7%	·	-11%	5%	2%	1%
O=C(O)COc1ccc(-c2nnn(CC(=O)O)n2)cc1	0%	-12%	-36%	?	-30%[59 µM]	-13%	12%	6%	0%

5 records drawn at random from the list so far:
SMILES	POLB inh	POLK inh	BAZ2B block	JMJD2A Tudor inh	G9a block	POLH inh	Pol iota inh	APEX1 inh	BLM helicase inh
CC(C)(C)c1ccc(C2(C)NC(=O)N(CC(=O)NCc3cccs3)C2=O)cc1 (stereo not given)	10%	-3%	-17%	-14%	-2%[59 µM]	-28%	15%	?	-12%
CCCn1c(N)c(C(=O)CSc2ncc(C(F)(F)F)cc2Cl)c(=O)[nH]c1=O	-5%	-11%	-20%	-7%	-22%	-4%	63%[activator]	11%	-4%
O=C(Cn1cnc2ccccc2c1=O)NCCC(=O)Nc1ccc2c(c1)OCCO2	?	-5%	-29%[57.1 µM]	1%	-1%	-9%	38%[activator]	1%	-6%
CCN(CC)c1ccc(/C=N/NC(=O)c2ccco2)cc1	-6%	3%	-9%	-24%	-4%[59 µM]	-21%	9%	-7%	-2%
COc1ccc(OCCNc2cc(N3CCOCC3)ccc2[N+](=O)[O-])cc1	0%	-12%	?	79µM*	?	-1%	-2%	-6%	-6%

Going on with the list:
SMILES	POLB inh	POLK inh	BAZ2B block	JMJD2A Tudor inh	G9a block	POLH inh	Pol iota inh	APEX1 inh	BLM helicase inh
Cc1c(NC(=O)C2CC(c3c(F)cccc3Cl)=NO2)c(=O)n(-c2ccccc2)n1C (stereo not given)	0%	9%	47%[activator]	-4%	-6%[12.7 µM]	7%	13%	7%	-11%
O=C(/C=C/c1ccc(F)cc1)Nc1ccc(S(=O)(=O)Nc2ncccn2)cc1	-20%	-8%	-20%	-14%	1%	-16%	36%	4%	2%
Cc1c(Cl)cccc1NC(=O)CSc1nc2ncc(Cl)cc2[nH]1	-11%	-7%	-12%[57.1 µM]	-15%	?	-3%	5%	11%	-2%
CC(C)CN(C(=O)COC(=O)c1cnccn1)c1c(N)n(Cc2ccccc2)c(=O)[nH]c1=O	·	-4%	-5%	-5%	?	-22%	-7%	4%	·
CC(C)CN(C(=O)CSc1nnnn1C)C1CCS(=O)(=O)C1 (stereo not given)	2%	-7%	3%	-14%	10%	-8%	?	3%	-3%
Cc1cc(NC(=O)c2ccc(NC(=O)C(C)C)cc2)no1	0%	-3%	-4%	0%[11.4 µM]	-5%	-6%	-5%	-1%	1%
C=CCn1cc(/C=C/c2cc[n+](C)cc2)c2ccccc21	-1%	-24%	50µM*	-12%	50µM*	-10%	92%[activator]	13%	0%
O=C(N/N=C/c1ccco1)C1CC1c1ccccc1 (stereo not given)	16µM*	?	50µM*	?	-20%	?	32µM*	?	-12%
O=C(Nc1ccc(S(=O)(=O)Nc2ncccn2)cc1)C1=COCCO1	·	-25%	-6%	-22%	32µM*	?	50µM*	-7%	·
Cc1ccc(NC(=O)c2ccc(CN3CCc4ccccc4C3)cc2)cc1	2%	-8%	0%	-11%	-2%[59 µM]	-17%	66%[activator]	-6%	0%
Cc1ccc(C)c(Cn2c(C(C)NC(=O)c3ccc(F)cc3)nc3ccccc32)c1 (stereo not given)	-9%	3%	-14%	1%	-2%[59 µM]	1%	12%	·	-1%
CCC(C)(C)NS(=O)(=O)c1cc(CN2C(=O)c3cccnc3C2=O)ccc1OC	-9%	-13%	-19%	-18%	13%	-2%	-5%	45%[activator]	-4%
Cc1cc(C)n(CCC(=O)N2CCc3ccccc32)n1	48%	-19%	-16%	-19%	13%	-6%	-3%	45%	-2%
O=c1c(-c2ccc(F)cc2)nc2cnc(N3CCNCC3)nc2n1C1CC1	·	1%[60.1 µM]	·	·	13%[0.501 µM]	·	·	3%	-9%
Cc1ccc(NC(=O)NCc2ccc3[nH]c(C)cc3c2)cc1	?	-17%	-21%	?	-20%	-8%	-14%	-3%	-6%
CC(=O)NC(Cc1cccc(F)c1)C(=O)NC1CCN(C(=O)c2ccc(C)cc2)CC1 (stereo not given)	23%	5%	6%	-5%	-3%	-13%	13%	2%	0%
COc1cccc(C2CC(c3ccccc3Cl)Nc3ncnn32)c1 (stereo not given)	·	-2%	·	-11%	·	-13%	4%	·	·
O=C(NCCO)c1ccc2[nH]c3c(c2c1)CCCC3	8%	0%	-29%	-19%	?	-12%	38%[activator]	8%	-2%
CC(=O)OCC1=C(C(=O)O)N2C(=O)C(NC(=O)C(C)Cn3nc(C)c(Cl)c3C)C2SC1 (stereo not given)	?	?	56µM*	-29%	40µM*	22µM*	?	-2%	-3%
O=C(CSCc1ccccc1)NC1CCSC1=O (stereo not given)	-5%	-10%	6%	-21%	13%[59 µM]	-21%	9%	-2%	-4%

Two of these compounds, set out differently:
> Cc1cc(C)n(CCC(=O)N2CCc3ccccc32)n1
  POLB inh: 48%
  POLK inh: -19%
  BAZ2B block: -16%
  JMJD2A Tudor inh: -19%
  G9a block: 13%
  POLH inh: -6%
  Pol iota inh: -3%
  APEX1 inh: 45%
  BLM helicase inh: -2%

> O=c1c(-c2ccc(F)cc2)nc2cnc(N3CCNCC3)nc2n1C1CC1
  POLB inh: ·
  POLK inh: 1%[60.1 µM]
  BAZ2B block: ·
  JMJD2A Tudor inh: ·
  G9a block: 13%[0.501 µM]
  POLH inh: ·
  Pol iota inh: ·
  APEX1 inh: 3%
  BLM helicase inh: -9%

Arranged by value in POLK inh (largest number first): some entries from above.
compound | POLK inh
O=C(NCCO)c1ccc2[nH]c3c(c2c1)CCCC3 | 0%
COc1cccc(C2CC(c3ccccc3Cl)Nc3ncnn32)c1 (stereo not given) | -2%
CC(C)CN(C(=O)COC(=O)c1cnccn1)c1c(N)n(Cc2ccccc2)c(=O)[nH]c1=O | -4%
CC(C)CN(C(=O)CSc1nnnn1C)C1CCS(=O)(=O)C1 (stereo not given) | -7%
Cc1cc(C)n(CCC(=O)N2CCc3ccccc32)n1 | -19%
C=CCn1cc(/C=C/c2cc[n+](C)cc2)c2ccccc21 | -24%

Assay outcomes as filed in PubChem.

These rows are one share of the data; rates above refer to the full screens.
